Source: PubChem (National Center for Advancing Translational Sciences (NCATS))
MCF10A rereplic – induces DNA re-replication in MCF 10a normal breast cells; 2.9% of 350,000 active; Potency, µM (highest dose often 46.1 µM), for inactives: at the top dose activity, positive = re-replication, most hits filed as activators; AID 624296; MCF 10A DNA re-replication, Hoechst nuclear intensity, 48 h; also: % of control where 0% means no effect; nearly all actives have a fitted effect of over 50% in size
Nrf2 block – blocks Nrf2 signaling | A549 ARE-Fluc reporter, luciferase luminescence, 18-24 h | 2.1% of 360,000 active | Potency, µM (series often up to 46 µM), for the others: at the highest dose activity change, negative = inhibition, actives largely listed as inhibitors | AID 504444; also: % is scaled to controls: 0 for no effect and ±100 for the full control effect; nearly all actives have a fitted effect of over 60% in size
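In this cell-based qHTS, ARE-driven firefly luciferase in A549 cells reports Nrf2 activity; the luminescent signal after BugLite lysis is the measured value, with a prior CellTiter-Fluor read for cell health.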
Nrf2 activator – activates Nrf2 signaling | AREc32 ARE-luciferase reporter (MCF7-derived line), luminescence, 24 h | Potency, µM (series often up to 46.1 µM), without a hit: top-dose activation, actives largely listed as activators | 0.31% of 410,000 active | AID 624171; also: % of control where 0% means no effect; nearly all actives have a fitted effect of over 65% in size
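Nrf2 activation is followed as ARE-luciferase induction in the AREc32 line after one day of compound treatment; luminescence is read with Steady-Glo.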
ATXN2 expr inh – ATXN2 expression inhibition; HEK-293 ATXN2-luciferase reporter, luminescence, 24 h; Potency, µM (highest dose often 57 µM), for the others: top-dose activity change, negative = inhibition, hits mostly inhibitors; 0.72% of 360,000 active; AID 1745845; also: % is scaled to controls: 0 for no effect and ±100 for the full control effect; nearly all actives have a fitted effect of over 55% in size
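qHTS (up to 57 uM final) was run with 24 h compound exposure of reporter cells at 37 °C. Each well was multiplexed: SteadyGlo luminescence measured ATXN2-luciferase expression after a fluorogenic Gly-Phe-AFC viability readout (25 uM final).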
A549 tox – counter-screen for Nrf2 inhibitors: cytotoxicity in A549 cells | Potency, µM (titrated, usually from 46 µM), without a hit: top-dose activity change, negative = cytotoxicity, hits mostly inhibitors | A549 ARE-Fluc cells, CellTiter-Fluor viability, 18-24 h | AID 504648 | 0.16% of 390,000 active; also: % is scaled to controls: 0 for no effect and ±100 for the full control effect
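A549 ARE-Fluc cells in 5% FBS OPTI-MEM, 5000 cells/well, rested 2 h then exposed to compounds in concentration-response for 18-24 h at 37 °C. Viability by CellTiter-Fluor fluorescence (Ex 405/Em 525) after 30 min; luciferase luminescence (BugLite, 15 min, RT) read afterwards.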
EPAC2 antagonist – blocks human EPAC2 exchange factor; Q8WZA2; EPAC2 GEF exchange of Rap1B-BODIPY-GDP, fluorescence; Potency, µM (doses to about 114 µM), for inactives: top-dose activity, negative = inhibition, usual class: inhibitors; 0.18% of 360,000 active; AID 720708; also: % is scaled to controls: 0 for no effect and ±100 for the full control effect; nearly all actives have a fitted effect of over 45% in size; many of its hits are not listed in these tables
Target sequence (Q8WZA2 whole entry, looked up): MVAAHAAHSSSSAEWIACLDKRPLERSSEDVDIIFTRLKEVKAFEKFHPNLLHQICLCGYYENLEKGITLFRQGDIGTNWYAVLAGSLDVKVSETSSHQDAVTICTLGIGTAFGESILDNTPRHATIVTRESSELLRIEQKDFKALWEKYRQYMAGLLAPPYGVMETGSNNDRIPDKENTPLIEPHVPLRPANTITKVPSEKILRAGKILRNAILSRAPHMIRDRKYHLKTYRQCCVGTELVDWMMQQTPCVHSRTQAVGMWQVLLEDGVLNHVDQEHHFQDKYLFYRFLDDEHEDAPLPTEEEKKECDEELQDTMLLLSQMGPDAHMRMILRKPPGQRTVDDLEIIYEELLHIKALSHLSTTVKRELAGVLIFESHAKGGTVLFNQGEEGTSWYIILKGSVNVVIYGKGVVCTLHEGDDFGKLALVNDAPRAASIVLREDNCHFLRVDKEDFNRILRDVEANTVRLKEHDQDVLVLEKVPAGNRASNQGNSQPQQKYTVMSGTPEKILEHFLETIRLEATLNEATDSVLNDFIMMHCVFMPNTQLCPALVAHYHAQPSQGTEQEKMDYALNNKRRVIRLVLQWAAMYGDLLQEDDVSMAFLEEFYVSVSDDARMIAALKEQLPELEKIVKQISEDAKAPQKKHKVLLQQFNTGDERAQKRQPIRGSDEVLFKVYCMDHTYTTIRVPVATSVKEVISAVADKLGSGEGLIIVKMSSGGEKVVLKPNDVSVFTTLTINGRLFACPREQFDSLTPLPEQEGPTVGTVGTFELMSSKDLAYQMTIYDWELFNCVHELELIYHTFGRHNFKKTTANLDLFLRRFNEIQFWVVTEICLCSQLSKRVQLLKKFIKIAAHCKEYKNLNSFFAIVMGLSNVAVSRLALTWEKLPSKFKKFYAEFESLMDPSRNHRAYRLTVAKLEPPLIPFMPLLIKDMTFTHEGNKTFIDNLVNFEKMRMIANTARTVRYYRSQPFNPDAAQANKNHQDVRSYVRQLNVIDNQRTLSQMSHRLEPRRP
HepG2 viability – HepG2 cytotoxicity, counter-screen for TGF-b inhibitors | HepG2 CAGA-GFP viability, ATP luminescence, 18 h | Potency, µM (series often up to 46.1 µM), for inactives: at the top dose activity change, negative = cytotoxicity, actives largely listed as cytotoxic | 0.76% of 410,000 active; also: some results filed as inactive show a strong effect at the top dose
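HepG2 CAGA-GFP cells (1000/well, DMEM with 1% FBS) received compound, then TGF-beta at 500 pg/mL final, and were incubated 18 hours at 37 degrees C. Viability was read by CellTiter-Glo luminescence. Media-only wells were set as complete cell-killing and DMSO as no toxicity.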
ATXN viability – viability counter-screen for ATXN expression inhibitors | S2 cells (HEK-293 line with an ATXN2-luciferase reporter) viability, CellTiter-Fluor protease fluorescence, 24 h | Potency, µM (series often up to 56.7 µM), hits mostly cytotoxic | 0.49% of 400,000 active; also: nearly all actives have a fitted effect of over 40% in size
TGFb inhibitor – TGF-b pathway inhibition; AID 588855; HepG2 CAGA-GFP TGF-b/SMAD3 reporter, GFP fluorescence, 18 h; TGF-beta stimulated, 500 pg/mL final; 1.2% of 410,000 active; Potency, µM (titrated, usually from 46.1 µM), without a hit: at the top dose activity, negative = inhibition, actives largely listed as inhibitors; also: % is scaled to controls: 0 for no effect and ±100 for the full control effect; nearly all actives have a fitted effect of over 65% in size
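HEPG2 CAGA-GFP, 1000 cells/well; 2 h settle, 37 C; cpd via pin tool; TGF-b 500 pg/mL final; 18 h, 37 C; GFP imaging ex488/em500-530; %Activity normalised to -TGF-b and +DMSO controls; CRC fit, curve class.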
* marks the source's active call; other numbers are inactive results; i = inactive; ? = inconclusive; · = not tested or not shown; [ ] = dose if it differs, or a comment. Calls follow the shape of the dose curve; as a rule, active = well fitted curve in the direction sought with a large enough effect; inconclusive = small, poorly fitted or top-dose-only effect, or another doubt; inactive = no such curve, though single readings can be large; an effect the other way counts as inactive or inconclusive. Potency is read from the fitted curve at half-maximal effect.

SMILES | MCF10A rereplic | Nrf2 block | Nrf2 activator | ATXN2 expr inh | A549 tox | EPAC2 antagonist | HepG2 viability | ATXN viability | TGFb inhibitor
Cc1ccc(SC(C)C(=O)Nc2cccnc2)cc1 (configuration not stated) | 3% | 12% | 0.0% | -6% | -3% | 14% | -5% | i | -1%
Cc1ccc(NC(=O)CSc2nccn2-c2ccccc2)cc1 | · | · | 5.6% | · | -3% | · | -22% | · | 0%
CCS(=O)(=O)N1CCN(S(=O)(=O)c2ccc3c(c2)OCCO3)CC1 | 2% | -11% | 0.2% | -13% | 5% | 0% | -12% | i | 5%
CN1C[C@@H]2[C@@H]3C(=O)N(C)C(=O)[C@@H]3[C@](C)(C1=O)N2C(=O)c1ccc(C(F)(F)F)cc1 | -7% | 8% | 0.0% | 4% | -1% | 9% | 0% | i | -1%
CCOc1ccc(Cl)cc1-c1cc(C(=O)NCc2cccc(C(F)(F)F)c2)[nH]n1 | · | · | -0.1% | -19% | · | -5% | -26% | i | ?
COc1cc(NC(=O)c2cccc(COCC(F)(F)C(F)F)c2)cc(OC)c1OC | ? | 9.2µM* | -0.3%[9.22 µM] | -8% | 2% | 4% | -2% | ? | -1%
COc1ccc(-n2c(SCC(=O)Nc3sc4c(c3C#N)CCCC4)nnc2-c2ccccc2OC)cc1 | -1% | ? | 0.1% | 2% | -13% | 1%[57.1 µM] | 3% | i | ?
CC(/C=N/NC(=O)c1cccc([N+](=O)[O-])c1)=C\c1ccccc1 | 13% | ? | 0.2% | -15% | -7% | 3% | 1% | ? | 13%
Nc1nnc(SCC(=O)OCC(=O)c2ccccc2Br)s1 | 0% | -12% | 5.0% | -25% | 5% | 3% | -75% | i | 9%
Cc1ccc(/C=C2\SC(=S)N(C(Cc3ccccc3)C(=O)O)C2=O)cc1 (configuration not stated) | ? | -7% | -0.3% | 1% | -17% | -10% | -28% | ? | -4%
CCOC(=O)c1cccc(NC(=O)CCc2c(C)nn(-c3ccc(N4CCCCC4)nn3)c2C)c1 | · | -28% | 5.9% | · | -2% | · | -26% | · | ?
Cc1ccc(C(=O)C(OC(=O)CCC(=O)Nc2cccc(C)c2)c2ccccc2)cc1 (configuration not stated) | -3% | 17% | 0.3% | -6% | 0% | -1% | -25% | i | 31%
COc1ccc(CNc2oc(-c3ccccc3)nc2C#N)cc1 | -1% | ? | 0.3% | 33%[activator] | 2% | -22% | -3% | i | -2%
COc1ccccc1NC(=O)CSc1nc(C)c2c(c1C#N)CCCC2 | 7% | -7% | 0.0% | -13% | 17% | -5%[57.1 µM] | -2% | i | -12%
COc1ccc(/C=C/C(=O)c2cc(F)ccc2OC(=O)c2ccccc2OC)cc1OC | 13µM* | 22% | -1.4% | ? | ? | -7% | -74% | ? | 11µM*
Oc1ccccc1C(=S)N1CCN(c2cccc(Cl)c2)CC1 | 7% | 13% | 0.6% | -29%[11.3 µM] | -1% | -14% | -59% | i | ?
O=C(Cn1c(=O)[nH]c2ccccc2c1=O)N1CCN(Cc2ccc3c(c2)OCO3)CC1 | -1% | ? | -0.4% | -22% | -18% | 4% | -1% | i | -11%
COc1ccc(/C=N/NC(=O)CCn2nnc3ccccc32)cc1 | -1% | ? | 3.1% | · | -3% | 0% | -21% | · | -27%
Cc1cc(=O)oc2cc(OCC(=O)N3CCN(C(=O)C4COc5ccccc5O4)CC3)ccc12 (configuration not stated) | 11% | -20% | 0.1% | -25% | 0% | -7% | -8% | i | -9%
COc1ccccc1CNC(=O)C(=O)Nc1ccc(C(=O)N2CCC(C)CC2)cc1 | -1% | 4% | 5.9% | -16% | 8% | -7% | -12% | i | 15%
N/C(Cc1cccc2ccccc12)=N\OC(=O)c1ccc2c(c1)OCO2 | -1% | 3% | 5.4% | -21% | 1% | 5% | -24% | i | -7%
CN1C(c2ccc(F)cc2)=CS/C1=C(/C#N)c1nnc(N2CCOCC2)n1-c1ccccc1 | 24% | -25% | -1.3% | -7% | 0% | 5% | 0% | i | 5%
COc1cccc(-c2nnn(CCc3nn[nH]n3)n2)c1 | -2% | -15% | 0.4% | 32% | -3% | 1% | 4% | i | -17%
O=C1CC(NCc2ccncc2)C(=O)N1c1ccccc1 (configuration not stated) | 1% | 12% | -0.1% | -5% | -3% | -1% | 2% | i | 17%
O=C(Cn1c(=O)n(-c2ccccc2)c(=O)n1CC(=O)N1CCCCC1)N1CCCCC1 | 12% | 5% | 0.2% | 4% | 23% | 4% | 29% | i | -6%
COc1ccc(CSCC(=O)Nc2ccccc2SC)cc1 | ? | 11% | 0.1% | -1% | 18% | -2% | -12% | i | -3%
CCOc1ccc(C2Nc3ccccc3NC3=C2C(=O)CC(C)(C)C3)cc1OC (configuration not stated) | 3% | -2% | 0.6% | -11% | -1% | 0% | -5% | i | 22%
CNS(=O)(=O)c1cccc(C(=O)OCC(=O)Nc2ccccc2OC(F)F)c1 | -3% | 2% | 0.4% | -1% | 0% | -3% | 6% | i | 3%
O=C(CN(C(=O)c1csnn1)c1ccccc1C(F)(F)F)NCc1ccccc1 | -9% | 2% | -0.1% | -10% | -4% | -8% | -1% | i | 0%
O=C1CN(C(=O)NCC(=O)N[C@@H](C(=O)O)c2ccccc2)c2ccccc2N1 | -8% | 3% | -1.1% | · | -1% | 2% | 4% | i | 6%
O=C(COc1ccccc1)Nc1ccc2nc(SCC(=O)N3CCCC3)sc2c1 | · | ? | 6.4% | · | -9% | · | -25% | · | ?
Cc1cn([C@H]2C[C@H](O)[C@@H](CNS(=O)(=O)N3CCCC3)O2)c(=O)[nH]c1=O | · | · | -0.2% | 1% | · | 0% | -1% | i | -1%
O=C(O)/C=C/c1ccc2c(c1)OCCO2 | 14% | 4% | -0.4% | · | 0% | 12% | 41% | i | 15%
Cc1ccc(C(=O)N2CCN(c3ncnc4c(C)csc34)CC2)cc1 | 0% | ? | -0.1% | ? | -5% | 1% | -40% | i | 0%
Cc1ccc(OCCSc2nc3ccc(NC(=O)c4ccc5c(c4)OCO5)cc3s2)cc1 | · | 9% | -0.4% | -6% | -1% | · | 1% | i | -22%
COC(=O)c1[nH]c2ccccc2c1NS(=O)(=O)c1ccc(F)c(C)c1 | 0% | -10% | 0.2% | -19% | -13% | -15% | -42% | i | ?
O=C(NCc1cccs1)C1Cc2c(-c3ccc(Cl)cc3)ccnc2O1 (configuration not stated) | · | · | 0.5%[9.22 µM] | -18% | · | -24% | -12% | ? | ?
Cc1ccc(NC(c2nnc(-c3ccccc3)o2)c2ccccc2F)c([N+](=O)[O-])c1 (configuration not stated) | · | ? | ? | 39%[activator] | 4% | · | -21% | i | -29%
CCCCCc1c(-c2ccccc2)ncn1CCc1ccccc1OC | · | · | -0.8% | 0% | · | ? | · | ? | ·
O=C(Nc1ccc(N2CCCC2)cc1)C(c1ccccc1)c1ccccc1 | 2% | 0% | -1.0% | 9% | 0% | 2% | -1% | ? | -2%

In a second layout: entries from further up.
| compound | MCF10A rereplic | Nrf2 block | Nrf2 activator | ATXN2 expr inh | A549 tox | EPAC2 antagonist | HepG2 viability | ATXN viability | TGFb inhibitor |
| --- | --- | --- | --- | --- | --- | --- | --- | --- | --- |
| COc1cccc(-c2nnn(CCc3nn[nH]n3)n2)c1 | -2% | -15% | 0.4% | 32% | -3% | 1% | 4% | i | -17% |
| O=C1CC(NCc2ccncc2)C(=O)N1c1ccccc1 (configuration not stated) | 1% | 12% | -0.1% | -5% | -3% | -1% | 2% | i | 17% |
| O=C(Cn1c(=O)n(-c2ccccc2)c(=O)n1CC(=O)N1CCCCC1)N1CCCCC1 | 12% | 5% | 0.2% | 4% | 23% | 4% | 29% | i | -6% |
| COc1ccc(CSCC(=O)Nc2ccccc2SC)cc1 | ? | 11% | 0.1% | -1% | 18% | -2% | -12% | i | -3% |
| CCOc1ccc(C2Nc3ccccc3NC3=C2C(=O)CC(C)(C)C3)cc1OC (configuration not stated) | 3% | -2% | 0.6% | -11% | -1% | 0% | -5% | i | 22% |
| CNS(=O)(=O)c1cccc(C(=O)OCC(=O)Nc2ccccc2OC(F)F)c1 | -3% | 2% | 0.4% | -1% | 0% | -3% | 6% | i | 3% |

Continued.
SMILES | MCF10A rereplic | Nrf2 block | Nrf2 activator | ATXN2 expr inh | A549 tox | EPAC2 antagonist | HepG2 viability | ATXN viability | TGFb inhibitor
Cc1nnc(SCC(=O)Nc2ccccc2)n1CCc1ccccc1 | -1% | 15% | -0.2% | 1% | 3% | 5% | 4% | i | 3%
Cn1c(SCC(=O)Nc2ccccc2F)nnc1C1CCCCC1 | 0% | 16% | 0.2% | 3% | 7% | -3% | 27% | i | 0%
COc1ccc(-c2cc(=O)oc3c(C)c(OCc4nn[nH]n4)ccc23)cc1 | -3% | 3% | -0.1% | 2% | 0% | -2% | -7% | i | -13%
COc1ccc(-n2c(SCC(=O)Nc3cc(C)on3)nc3c([nH]c4ccccc43)c2=O)cc1 | 16% | -9% | -0.7% | -18% | 0% | -13% | -8% | i | 1%
COC(=O)C1=COC(C)C2CN3CCc4c([nH]c5cc(OC)c(OC)cc45)C3CC12 (configuration not stated) | 1% | 3% | 0.9% | -3% | 2% | -2% | -39% | i | 59%[activator]
CCOC(=O)C1=CCN(S(=O)(=O)c2ccc(C)cc2)C1c1cccc2ccccc12 (configuration not stated) | · | · | 3.8% | 9% | · | -10% | -14% | i | -24%
Fc1ccc(-c2nnn(Cc3nc4ccccc4s3)n2)cc1 | 18% | 24% | 3.2% | 42%[activator] | 5% | -13% | -17% | i | 7%
CCn1c(C)c(C(C)=O)c(N2CCN(c3cccc(Cl)c3)CC2)nc1=S | -2% | ? | -0.6% | -13% | -6% | 1% | -25% | i | -3%
Cc1nc(OCC(C)C)c2sc3nc4c(cc3c2n1)COC(C)(C)C4 | 3% | ? | 2.5% | 61%[activator] | 3% | -7% | -1% | i | 4%

An excerpt; rates above refer to the full screens.
